From PubChem
BioA inh – BioA (M. tuberculosis) enzyme inhibition. purified M. tuberculosis BioA enzyme, plate reader. hit rate 0.096% among 360,000. inhibition, % at 9.99 µM; in the data active = inhibition above about 40%
Starred values were filed as active, the others as inactive.

> COc1ccc(NC(=O)Nc2ccc3c(c2)C(=O)N([C@H](C)CO)C[C@@H](C)[C@H](CN(C)S(=O)(=O)c2cn(C)cn2)OCCCC[C@@H](C)O3)cc1
  BioA inh: -0.5
> CCCN1[C@H](C(=O)N2CCCCC2)[C@@H](CO)[C@@H]2Cn3c(ccc(-c4ccccc4OC)c3=O)[C@@H]21
  BioA inh: 1.0
> CNC(=O)C[C@@H]1CC[C@H]2[C@H](COc3ccc(NC(=O)c4cscn4)cc3C(=O)N2C)O1
  BioA inh: 1.5
> O=C(NC[C@H]1[C@@H](c2ccccc2)[C@H](CO)N1C(=O)C1CC1)NC1CCCC1
  BioA inh: -3.8
> C[C@H](CO)N1C[C@H](C)[C@@H](CN(C)S(=O)(=O)c2cccs2)Oc2ccc(NC(=O)Cc3ccccc3)cc2CC1=O
  BioA inh: -3.6
> CCCC(=O)Nc1ccc2c(c1)C(=O)N(C)C[C@@H](OC)[C@H](C)CN(C(=O)c1ccncc1)[C@H](C)CO2
  BioA inh: -2.7
> COc1ccc(NC(=O)N(C)C[C@H]2OCCCC[C@@H](C)Oc3ccc(NC(=O)C4CCCCC4)cc3C(=O)N([C@@H](C)CO)C[C@H]2C)cc1
  BioA inh: -0.4
> CCCNC(=O)Nc1ccc2c(c1)C(=O)N(C)C[C@H](OC)[C@@H](C)CN[C@H](C)CO2
  BioA inh: -2.0
> C[C@@H]1CN([C@@H](C)CO)C(=O)c2cc(C#CCN(C)C)cnc2O[C@H]1CN(C)Cc1cccc(F)c1
  BioA inh: 3.8
> COCC(=O)N(C)C[C@H]1Oc2cc(-c3ccc(C#N)cc3)ccc2S(=O)(=O)N([C@@H](C)CO)C[C@H]1C
  BioA inh: 0.1
> CCN(C[C@H]1[C@H](c2ccccc2)[C@@H](CO)N1S(C)(=O)=O)C(=O)C1CC1
  BioA inh: 1.4
> C[C@@H]1CN([C@@H](C)CO)C(=O)c2cc(NC(=O)Cn3cnnn3)ccc2O[C@@H]1CN(C)Cc1ccccc1
  BioA inh: 3.0
> COc1ccc(-c2ccc([C@H]3[C@H](CO)N4CCCCN(C(=O)c5ccc(F)cc5)C[C@@H]34)cc2)cc1
  BioA inh: -1.7
> C[C@@H]1CCCCO[C@H](CN(C)S(C)(=O)=O)[C@@H](C)CN([C@@H](C)CO)C(=O)c2cc(N(C)C)ccc2O1
  BioA inh: -1.7
> CC(C)C#Cc1ccc([C@H]2[C@@H](CO)N3CCCCN(C(=O)Nc4ccccc4)C[C@H]23)cc1
  BioA inh: -3.8

> CNC(=O)C[C@H]1CC[C@H]2[C@@H](COC[C@H](O)CN2Cc2ccc(C(F)(F)F)cc2)O1
  BioA inh: -6.4
> O=C(NCC[C@H]1CC[C@H](NC(=O)C2CCCC2)[C@@H](CO)O1)c1cc(Cl)cc(Cl)c1
  BioA inh: -1.1
> CNC[C@H]1Oc2c(NC(=O)Nc3ccc(OC)cc3)cccc2C(=O)N([C@@H](C)CO)C[C@@H]1C
  BioA inh: -0.5
> CO[C@H]1CN(C)C(=O)c2ccc(NS(=O)(=O)c3ccc(F)cc3)cc2OC[C@@H](C)NC[C@@H]1C
  BioA inh: -2.5
> O=C(c1ccccc1F)N1CC[C@H]2[C@H](CO)Nc3ccc(-c4cccc(F)c4)cc3[C@H]21
  BioA inh: 2.6
> COc1ccc(CN(C)C[C@@H]2OCCCC[C@H](C)Oc3ccc(NC(=O)CCC(F)(F)F)cc3C(=O)N([C@H](C)CO)C[C@@H]2C)cc1
  BioA inh: -1.2
> C[C@@H]1CCCCO[C@@H](CN(C)C(=O)Cc2ccccc2)[C@H](C)CN([C@@H](C)CO)C(=O)c2cc(NC(=O)c3ccncc3)ccc2O1
  BioA inh: -0.3
> CNC(=O)C[C@H]1CC[C@@H]2[C@@H](COc3ccc(NC(=O)Nc4cccc(Cl)c4)cc3C(=O)N2C)O1
  BioA inh: 0.7
> CC(=O)NC[C@@H]1[C@@H](c2ccc(-c3cccnc3)cc2)[C@@H](CO)N1C(=O)C1CC1
  BioA inh: 1.4
> C[C@H](CO)N1C[C@H](C)[C@@H](CN(C)C(=O)Nc2ccc(F)cc2)Oc2cc(C#CC3(O)CCCC3)ccc2S1(=O)=O
  BioA inh: 0.2
> COc1ccc(-c2cnc3c(c2)C(=O)N([C@H](C)CO)C[C@H](C)[C@@H](CN(C)C(=O)CN(C)C)O3)cc1
  BioA inh: -1.9
> C/C=C/c1ccc2c(c1)O[C@H](CN(C)CCC)[C@H](C)CN([C@H](C)CO)S2(=O)=O
  BioA inh: -1.2
> CCNC(=O)[C@@H]1[C@@H](CO)[C@@H]2Cn3c(ccc(-c4ccc(OC)cc4)c3=O)[C@@H]2N1Cc1ccccc1
  BioA inh: 1.2
> O=C(N[C@H]1CC[C@@H](CCNS(=O)(=O)c2ccc(F)cc2)O[C@H]1CO)c1cccc(F)c1
  BioA inh: 4.2
> C/C=C/c1cnc2c(c1)C(=O)N([C@@H](C)CO)C[C@H](C)[C@@H](CN(C)C(=O)C1CCOCC1)O2
  BioA inh: 0.6

> CCCN(C)C[C@H]1Oc2cc(C#Cc3ccc(OC)cc3)ccc2S(=O)(=O)N([C@H](C)CO)C[C@H]1C
  BioA inh: -0.9
> O=C(C1CCCCC1)N1[C@H](CO)[C@@H]2c3ccccc3NC[C@@H]21
  BioA inh: -0.7
> O=C(C[C@@H]1CC[C@H]2[C@@H](COC[C@H](O)CN2C(=O)c2ccncc2)O1)NCc1cc(F)cc(F)c1
  BioA inh: 0.7
> CC(C)NC(=O)N(C)C[C@@H]1OCCCC[C@H](C)Oc2ccc(NS(=O)(=O)c3ccc(F)cc3)cc2C(=O)N([C@@H](C)CO)C[C@@H]1C
  BioA inh: -0.2
> C[C@@H]1CN([C@H](C)CO)C(=O)Cc2cc(NC(=O)CCC(F)(F)F)ccc2O[C@H]1CN(C)Cc1ccccc1
  BioA inh: 2.3
> CO[C@@H]1CC[C@@H]2CCN(C)C(=O)CCCN(C)C(=O)c3cc(C#N)ccc3OC[C@H]1O2
  BioA inh: -1.8
> Cc1noc(C)c1S(=O)(=O)N(C)C[C@@H]1Oc2ccc(NC(=O)C3CCCCC3)cc2CC(=O)N([C@H](C)CO)C[C@H]1C
  BioA inh: -1.5
> C[C@H](CO)N1C[C@H](C)[C@@H](CN(C)C(=O)Nc2ccc(C(F)(F)F)cc2)Oc2c(NC(=O)Nc3ccc(F)cc3)cccc2C1=O
  BioA inh: 0.1
> O=C(C[C@H]1CC[C@@H]2[C@H](COC[C@@H](O)CN2Cc2ccc(C(F)(F)F)cc2)O1)N1CCc2ccccc2C1
  BioA inh: 0.8
> COc1ccc(CN(C)C[C@H]2Oc3ccc(NS(=O)(=O)c4ccc(C)cc4)cc3CC(=O)N([C@@H](C)CO)C[C@H]2C)cc1
  BioA inh: 13
> Cc1noc(C)c1NC(=O)Nc1ccc2c(c1)C(=O)N([C@@H](C)CO)C[C@@H](C)[C@@H](CN(C)C(=O)Nc1cccc3ccccc13)OCCCC[C@@H](C)O2
  BioA inh: 0.8
> COc1cccc(CNC(=O)[C@H]2[C@H](CO)[C@H]3Cn4c(ccc(-c5ccncc5)c4=O)[C@H]3N2C)c1
  BioA inh: -0.9
> CO[C@H]1CC[C@@H]2CCOc3c(C#N)cccc3C(=O)N(C)C[C@@H](c3ccccc3)CC(=O)N(C)C[C@@H]1O2
  BioA inh: -1.7
> CCC(=O)N1C[C@@H](C)[C@@H](OC)CN(C)C(=O)c2ccc(NC(=O)Nc3ccc(Cl)cc3)cc2OC[C@@H]1C
  BioA inh: -0.6
> CN1CCN(C(=O)C[C@H]2CC[C@H]3[C@H](COc4ccc(NC(=O)c5cscn5)cc4C(=O)N3C)O2)CC1
  BioA inh: -0.1

> COc1ccc(CN(C)C[C@@H]2Oc3c(NC(=O)C4CCOCC4)cccc3C(=O)N([C@H](C)CO)C[C@H]2C)cc1
  BioA inh: -0.5
> COc1ccc(NC(=O)N(C)C[C@H]2OCCCC[C@H](C)Oc3ccc(NC(=O)NC4CCCCC4)cc3C(=O)N([C@@H](C)CO)C[C@@H]2C)cc1
  BioA inh: -1.8
> O=C(C[C@H]1CC[C@H](NC(=O)c2cccc(F)c2)[C@H](CO)O1)NCc1ccccc1
  BioA inh: 2.8
> C[C@@H]1CN([C@H](C)CO)C(=O)Cc2cc(NC(=O)c3ccncc3)ccc2O[C@H]1CN(C)S(C)(=O)=O
  BioA inh: 0.3
> COc1ccccc1-c1cccc(-c2nc(C(=O)N3CCOCC3)cc3c2[C@H](CCO)N([S@@](=O)C(C)(C)C)C3)c1
  BioA inh: 1.4
> C[C@@H]1CCCCO[C@@H](CN(C)Cc2ccccc2)[C@@H](C)CN([C@@H](C)CO)C(=O)c2cc(NC(=O)Nc3ccc(F)cc3)ccc2O1
  BioA inh: -1.2
> N#C[C@@H]1[C@@H](c2ccccc2)[C@H](CO)N1C(=O)Cc1ccccn1
  BioA inh: -1.0
> COc1cccc(-c2ccc3c(c2)O[C@H](CN(C)C(C)=O)[C@H](C)CN([C@H](C)CO)S3(=O)=O)c1
  BioA inh: 0.4
> CN1c2ccc(C#Cc3cccnc3)cc2[C@H]2[C@H](CCN2S(=O)(=O)c2ccccc2)[C@@H]1CO
  BioA inh: 6.1
> C[C@H]1CN([C@@H](C)CO)C(=O)Cc2cc(NC(=O)Nc3ccccc3)ccc2O[C@H]1CN(C)CC1CCCCC1
  BioA inh: -4.1
> C/C=C/c1cccc(-c2nc(C(=O)NCc3ccccc3)cc3c2[C@H](CCO)N([S@@](=O)C(C)(C)C)C3)c1
  BioA inh: 2.4
> CO[C@H]1CN(C)C(=O)c2cc(NC(=O)C3CC3)ccc2OC[C@H](C)N(CCC(F)(F)F)C[C@@H]1C
  BioA inh: -0.8
> C[C@@H]1CN([C@@H](C)CO)C(=O)c2cc(NC(=O)Cc3cn(C)c4ccccc34)ccc2O[C@H]1CN(C)Cc1ccccc1
  BioA inh: -0.2
> COCC(=O)Nc1ccc2c(c1)[C@H]1C[C@H](CC(=O)O)O[C@H](CO)[C@H]1O2
  BioA inh: -1.4
> COc1cccc(S(=O)(=O)N2CCCCN3[C@H](CO)[C@@H](c4ccc(C#CC(C)C)cc4)[C@H]3C2)c1
  BioA inh: -5.2

> CCc1cnc(N2[C@@H](C#N)[C@H](c3ccc(C4=CCCC4)cc3)[C@@H]2CO)s1
  BioA inh: -1.3
> C[C@H](CO)N1C[C@H](C)[C@H](CN(C)C(=O)Nc2ccc(F)cc2)Oc2c(NC(=O)c3ccncc3)cccc2C1=O
  BioA inh: -3.8
> C[C@@H]1CN([C@@H](C)CO)C(=O)Cc2cc(NC(=O)Cc3cn(C)c4ccccc34)ccc2O[C@H]1CN(C)S(C)(=O)=O
  BioA inh: 3.7
> CC(C)NC(=O)Nc1ccc2c(c1)CC(=O)N([C@H](C)CO)C[C@@H](C)[C@@H](CN(C)C(=O)NC1CCCCC1)O2
  BioA inh: -0.6
> CCC(=O)Nc1ccc2c(c1)C(=O)N(C)C[C@@H](OC)[C@@H](C)CN(C(=O)NC(C)C)[C@H](C)CO2
  BioA inh: -1.1
> COc1ccc(NC(=O)N[C@@H]2C=C[C@H](CC(=O)NC3CCC3)O[C@@H]2CO)cc1
  BioA inh: 1.1
> C[C@H](CO)N1C[C@H](C)[C@H](CN(C)C(=O)Cc2ccccn2)Oc2cc(C#C[C@@H](C)O)ccc2S1(=O)=O
  BioA inh: -0.2
> CCN1[C@@H]2Cn3c(ccc(C4=CCCC4)c3=O)[C@H]1[C@@H](C(=O)NC1CCCC1)[C@@H]2CO
  BioA inh: -0.8
> COc1ccc(S(=O)(=O)Nc2ccc3c(c2)CC(=O)N([C@@H](C)CO)C[C@@H](C)[C@H](CN(C)C(=O)Nc2ccccc2)O3)cc1
  BioA inh: 0.7
> CC(C)C#Cc1cnc2c(c1)C(=O)N([C@H](C)CO)C[C@@H](C)[C@H](CN(C)C(=O)Cc1ccccn1)O2
  BioA inh: -4.7
> CC(=O)N(C)C[C@H]1Oc2cc(-c3ccncc3)ccc2S(=O)(=O)N([C@@H](C)CO)C[C@H]1C
  BioA inh: -0.7
> CN1CCN(C(=O)C[C@H]2CC[C@@H]3[C@H](COC[C@@H](O)CN3Cc3cccc(Cl)c3)O2)CC1
  BioA inh: 0.4
> CC(=O)Nc1ccc2c(c1)C(=O)N(C)[C@H]1CC[C@H](CC(=O)Nc3cccc(C(C)C)c3)O[C@@H]1CO2
  BioA inh: 2.6
> CS(=O)(=O)Nc1ccc2c(c1)[C@@H]1C[C@H](CC(=O)NCc3cc(F)ccc3F)O[C@H](CO)[C@@H]1O2
  BioA inh: 6.2
> C[C@@H]1CCCCO[C@@H](CN(C)Cc2ccc(C(=O)O)cc2)[C@H](C)CN([C@@H](C)CO)C(=O)c2cc(NC(=O)Cc3ccccc3)ccc2O1
  BioA inh: 0.7

> O=C(C[C@H]1CC[C@@H](NS(=O)(=O)c2cccc(F)c2)[C@H](CO)O1)NCc1ccc2c(c1)OCO2
  BioA inh: -2.6
> Cc1noc(C)c1NC(=O)Nc1ccc2c(c1)CC(=O)N([C@H](C)CO)C[C@H](C)[C@H](CN(C)S(=O)(=O)c1cccs1)O2
  BioA inh: 1.6
> COc1ccc([Si](C)(C)[C@H]2[C@H](CCn3cc(CCO)nn3)O[C@@]3(C(=O)N(Cc4cccc(N5CCOC5=O)c4)c4ccccc43)[C@@H]2C)cc1
  BioA inh: 2.4
> CC(C)NC(=O)N(C)C[C@@H]1OCCCC[C@H](C)Oc2ccc(N(C)C)cc2C(=O)N([C@H](C)CO)C[C@H]1C
  BioA inh: -0.2
> CO[C@@H](CN(C)C(=O)C1CC1)[C@@H](C)CN(C(=O)Nc1ccc(C(F)(F)F)cc1)[C@@H](C)CO
  BioA inh: -1.9
> C[C@@H]1CN([C@H](C)CO)C(=O)Cc2cc(NC(=O)Cc3ccccc3)ccc2O[C@@H]1CN(C)Cc1ccncc1
  BioA inh: 1.2
> Cc1ccc(S(=O)(=O)N(C)C[C@@H]2Oc3cc(C#Cc4ccncc4)ccc3S(=O)(=O)N([C@@H](C)CO)C[C@H]2C)cc1
  BioA inh: -0.9

The list is partial. The share of hits here may be higher or lower than overall.
